Lipid droplet = modulators of hepatic lipid droplet formation; inhibition, % at 6.5 µM; AID 1656; AML12 mouse hepatocytes, oleate lipid droplets, BODIPY imaging; 0.4% of 240,000 active;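 active = lipid droplet intensity inhibited by at least 50%, with more than 500 cells counted; inconclusive = wells with under 300 cells, treated as cytotoxic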
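Assay system: AML12 mouse liver cells | Compound: 6.5 µM single-point dosing | Schedule: Overnight exposure | Technique: Fluorescence imaging, 20x objective, two fields per well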
NOD2 inhibition = inhibition of NOD2-driven NF-kB reporter – cell-based, luminescence, uHTS, HEK293 (AID 1566); HEK293 NOD2/NF-kB luciferase reporter, luminescence; higher % means a stronger effect; inhibition, % at 4 µM, or EC50 in µM where a hit was titrated; 0.63% of 290,000 active; in the data active = inhibition above about 50%; note: many of its hits are not listed in these tables
Lipid droplet cells 6.5 µM = further read-out of Lipid droplet, marked with its call; cell count; measured here: cell count, cytotoxicity flag;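 cells counted across two imaged fields per well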
* marks the source's active call; other numbers are inactive results; ? = inconclusive; / = not tested or not shown. These rows are one share of the data; rates above refer to the full screens.

SMILES | Lipid droplet | Lipid droplet cells 6.5 µM | NOD2 inhibition
Cc1cccc(N2CCN(CC(=O)NCc3ccc(Cl)cc3)CC2)c1C | -2 | 797 | -11%
OC(COc1ccccc1Br)CN1CCNCC1 (configuration not stated) | 18 | 795 | 0%
O=C(CSc1nc(C2CC2)nc2ccccc12)Nc1ccccc1Cl | -2 | 820 | 10%
COc1ccc(C(=O)N/C(=C/c2cccnc2)C(=O)N2CCCCCC2)cc1OC | -3 | 727 | -2%
COc1ccccc1CC(=O)Nc1ccc2c(C)cc(=O)oc2c1 | 6 | 812 | 1%
CCCN(CC(=O)Nc1ccccc1C)C(=O)Cc1coc2cc(C)ccc12 | 26 | 597 | -8%
CN(CC(=O)N1CCN(Cc2ccccc2)CC1)S(=O)(=O)c1ccc(Br)cc1 | 11 | 826 | 6%
CCOC(=O)c1c(C)[nH]c(NC(=O)Nc2ccc(NC(C)=O)cc2)c1C | 7 | 851 | 2%
COc1cccc(N2CC(C(=O)Nc3nnc(SCC(=O)NCC4CCCO4)s3)CC2=O)c1 (configuration not stated) | 4 | 820 | 2%
COC(=O)c1cn(CC(=O)Nc2ccc(OC)cc2)c2ccccc12 | 17 | 834 | 17%
Cc1c(CCC(=O)O)c(=O)oc2c(C)c(OCc3ccccc3Cl)ccc12 | -1 | 819 | 2.9µM*
CC(C)c1ccc(N2C(=O)C3C4C=CC(CC4)C3C2=O)cc1 (configuration not stated) | 7 | 840 | 8%
COc1cccc(N2CCN(c3ccc4nnc(CCC(=O)Nc5ccc(C)cn5)n4n3)CC2)c1 | 18 | 680 | 26%
CCN(CC(=O)NCc1ccc(Cl)cc1)C(=O)c1cc(S(=O)(=O)NCc2ccccc2)ccc1C | -3 | 788 | 2%
COc1ccccc1NC(=O)c1ccc(NC(=O)c2ccco2)cc1 | 13 | 821 | -3%
CCCCSc1nc2sc3c(c2c(=O)n1-c1ccc(C)cc1)CCN(C)C3 | 1 | 859 | 17%
CCC(C)(C)NC(=O)C(c1cccc(OC)c1OC)N(C(=O)CCC(=O)Nc1cc(C)on1)c1ccc2c(c1)OCCO2 (configuration not stated) | 9 | 790 | 16%
Cc1ccc(C(=O)O/N=C(\N)Cc2cccs2)c(Cl)c1 | -1 | 717 | -73%
Cc1nn(CC(=O)Nc2ccc(Cl)cc2Cl)c(=O)c2ccccc12 | -3 | 749 | 14%
COc1cccc(CNCc2ccccc2Br)c1OC | -23 | 792 | -8%
COC(=O)c1sccc1NC(=O)Nc1ccc(C(C)=O)cc1 | 0 | 698 | 4%
CC1CN(CC(=O)Nc2ccc(S(N)(=O)=O)cc2)CC(C)O1 (configuration not stated) | 10 | 844 | -2%
Cc1nc(SCC(=O)N2CCOCC2)c2c(C)c(C)sc2n1 | -16 | 689 | 14%
CC(=O)NC(CC(=O)OCC(=O)Nc1ccc2c(c1)OCO2)c1ccccc1 (configuration not stated) | 7 | 787 | 12%
O=C(O)c1cc(-c2cc(C(=O)O)c3ccccc3n2)nc2ccccc12 | 3 | 808 | -9%

Overlap with the part before: 3 entries, followed by the next part.
SMILES | Lipid droplet | Lipid droplet cells 6.5 µM | NOD2 inhibition
Cc1nc(SCC(=O)N2CCOCC2)c2c(C)c(C)sc2n1 | -16 | 689 | 14%
CC(=O)NC(CC(=O)OCC(=O)Nc1ccc2c(c1)OCO2)c1ccccc1 (configuration not stated) | 7 | 787 | 12%
O=C(O)c1cc(-c2cc(C(=O)O)c3ccccc3n2)nc2ccccc12 | 3 | 808 | -9%
COc1cc(-c2c(-c3ccc4c(c3)OCO4)noc2C)ccc1F | -17 | 757 | -35%
N#CC1(NC(=O)COC(=O)C23CC4CC(CC(O)(C4)C2)C3)CCCCC1 | 17 | 683 | 9%
O=C(Nc1ccc(F)c(Cl)c1)C1CCCN(c2cnccn2)C1 (configuration not stated) | -5 | 665 | 22%
COc1cc(C)c(S(=O)(=O)NCCCn2ccnc2)cc1C | -5 | 853 | 16%
COC(=O)c1ccc(NC(=O)c2ccc(NS(=O)(=O)c3cccc4cccnc34)cc2)cc1 | -4 | 843 | 8%
O=C(Nc1cccc(F)c1)[C@@H]1CCCN1 | 11 | 834 | 4%
CCOCCCN(C(=O)CCC(=O)Nc1cc(C)on1)C(C(=O)NC(C)(C)CC)c1cccc(OC)c1OC (configuration not stated) | 1 | 752 | -5%
CC1CN(C(=O)c2cc3cc(Cl)ccc3[nH]2)CC(C)O1 (configuration not stated) | 4 | 844 | 4%
COc1cc(C(C(=O)NCc2ccccc2)N(C(=O)c2snc(C(N)=O)c2N)C2CCCC2)cc(OC)c1OC (configuration not stated) | -3 | 861 | 3%
Cc1ccc(C)c(S(=O)(=O)N2CCN(C(=O)c3cccnc3)CC2)c1 | -4 | 795 | -8%
Cc1cc(C)cc(NS(=O)(=O)c2ccc(-c3cnc(C4CC4)o3)cc2)c1 | ? | / | 39%
C=CCN1C(=O)C(=O)N(Cc2nc3ccccc3s2)C1=O | -2 | 818 | 3%
CC1Sc2ccc(S(=O)(=O)N3CCC(C(N)=O)CC3)cc2NC1=O (configuration not stated) | 11 | 707 | 18%
CCN(C(=O)CCS(=O)(=O)c1cccc2nonc12)c1ccc(F)cc1 | -3 | 765 | -8%
CCc1ccc[n+](-c2[nH]c(=O)sc2/C=N/N=C(\[O-])c2cccnc2)c1 | 3 | 697 | -18%
O=C(O)CCC(=O)N1N=C(c2ccco2)CC1c1ccco1 (configuration not stated) | 14 | 822 | -8%
O=C(CCNS(=O)(=O)c1ccc(Cl)cc1)N1CCN(c2ccccn2)CC1 | -24 | 641 | 1%
NNc1nc(-c2ccccc2)cc(-c2ccc(Br)cc2)n1 | 15 | 850 | -6%
CC1CCN(S(=O)(=O)c2ccc3c(c2)N(CC(=O)NCCN2C(C)CCCC2C)C(=O)CS3)CC1 (configuration not stated) | -5 | 708 | -5%
COc1cccc(CN2CCN(Cc3cc(OC)c(OC)c(OC)c3)CC2)c1OC | -4 | 861 | 0%
O=C(COc1ccccc1)N1CCN(C(=O)COc2ccccc2)CC1 | 12 | 801 | 4%
NC(=O)C(c1ccccc1)c1ccc(C(=O)c2ccccc2)cc1 (configuration not stated) | -10 | 805 | -1%
CCc1ccc(CN(C)C(=O)C2CCC(=O)N(CC3CCCCC3)C2)cc1 (configuration not stated) | 28 | 820 | -13%
Cc1ccc(Cl)cc1NC(=O)CN1CCN(S(=O)(=O)N2CCOCC2)CC1 | -6 | 804 | -10%
COC(=O)[C@@H](Cc1ccccc1)NC(=O)NCCc1ccccc1 | 5 | 807 | 3%

For reference, two of the compounds above.
SMILES | Lipid droplet | Lipid droplet cells 6.5 µM | NOD2 inhibition
Cc1ccc(Cl)cc1NC(=O)CN1CCN(S(=O)(=O)N2CCOCC2)CC1 | -6 | 804 | -10%
COC(=O)[C@@H](Cc1ccccc1)NC(=O)NCCc1ccccc1 | 5 | 807 | 3%

Random excerpt: 4 entries already listed, in no set order.
SMILES | Lipid droplet | Lipid droplet cells 6.5 µM | NOD2 inhibition
Cc1nc(SCC(=O)N2CCOCC2)c2c(C)c(C)sc2n1 | -16 | 689 | 14%
COc1cccc(N2CCN(c3ccc4nnc(CCC(=O)Nc5ccc(C)cn5)n4n3)CC2)c1 | 18 | 680 | 26%
CC1Sc2ccc(S(=O)(=O)N3CCC(C(N)=O)CC3)cc2NC1=O (configuration not stated) | 11 | 707 | 18%
CC(C)c1ccc(N2C(=O)C3C4C=CC(CC4)C3C2=O)cc1 (configuration not stated) | 7 | 840 | 8%

NOD2 inhibition, entries above that show a hit
| SMILES | NOD2 inhibition |
| --- | --- |
| Cc1c(CCC(=O)O)c(=O)oc2c(C)c(OCc3ccccc3Cl)ccc12 | 2.9µM* |

Continuation.
SMILES | Lipid droplet | Lipid droplet cells 6.5 µM | NOD2 inhibition
CCn1c(SCC(=O)Nc2cc(C)on2)nnc1-c1ccc(C)cc1 | 0 | 830 | 5%
C=CCn1c(SCC(=O)N2CCN(CCO)CC2)nc2sc3c(c2c1=O)CCC3 | 22 | 665 | 9%
CCN1CCN(C(=O)c2ccc3c(c2)N(Cc2ccc(C)cc2)CCS3)CC1 | -2 | 742 | -12%
O=C(NCc1cccs1)C1CCCN1C(=O)Nc1ccccc1[N+](=O)[O-] (configuration not stated) | 8 | 423 | 1%
Cc1cc(NC(=O)c2cccc(S(=O)(=O)N3CCCCC3)c2)no1 | 4 | 884 | 16%
O=C(O)c1cc(NC(=O)C2CCCO2)cc(C(=O)O)c1 (configuration not stated) | 11 | 813 | 0%
COc1ccc(NC(=O)c2cnn(-c3ccccc3)c2C)cc1 | -3 | 794 | -116%
Cc1ccccc1OCC(=O)Nc1sc2c(c1C#N)CC(C)(C)NC2(C)C | -26 | 720 | 16%
CSc1ccc(C(=O)NCC(c2ccco2)N(C)C)cc1[N+](=O)[O-] (configuration not stated) | -12 | 798 | 10%
O=C(C1CC1)N1CCc2cc(Br)cc(S(=O)(=O)NCCCN3CCCCC3)c21 | -1 | 782 | 6%
CCN(CC(=O)NCc1ccncc1)S(=O)(=O)c1ccccc1 | 0 | 819 | 1%
Cc1ccc(NC(=O)C(OC(=O)c2cnc(C)cn2)c2ccccc2)c([N+](=O)[O-])c1 (configuration not stated) | 2 | 841 | 2%
O=C(NC1CCCCC1)N1CCN(c2ccc([N+](=O)[O-])cc2)CC1 | -8 | 760 | 21%
COc1ccc(NC(=O)CN2CCC(C(=O)c3ccc(F)cc3)CC2)c(OC)c1 | -1 | 782 | 13%
CC1CN(CC(O)COc2ccc(C#N)cc2)CCN1CC(O)COc1ccc(C#N)cc1 (configuration not stated) | -6 | 763 | 25%
COc1ccccc1N(CC(=O)NCCc1ccccc1)C(=O)CCC(=O)Nc1ccccn1 | -2 | 790 | -6%
CN1C(C(=O)Nc2ccc(OC(F)(F)F)cc2)=CC(c2ccc3c(c2)OCO3)=NS1(=O)=O | 2 | 684 | -22%
Cc1ccc(Cl)cc1N1CCN(C(=O)CCS(=O)(=O)c2ccc3c(c2)NC(=O)CO3)CC1 | -1 | 720 | 37%
Cc1c(OCC(=O)NCC(O)c2ccccc2)ccc2c3c(c(=O)oc12)CCCC3 (configuration not stated) | 16 | 818 | 9%
O=C(CN1CCN(S(=O)(=O)c2ccccc2)CC1)Nc1ccc(Cl)cn1 | 0 | 778 | -10%
CCOc1ccc(CCNC(=O)c2cc(C)nc3ccccc23)cc1OCC | 62* | 671* | -7%
O=C(O)c1ccc(/C=C/C(=O)c2ccc3c(c2)OCCCO3)cc1 | 1 | 844 | -134%
CS(=O)(=O)N(CC(=O)O)c1ccc(C23CC4CC(CC(C4)C2)C3)cc1 | 1 | 752 | 17%
O=C(NCCCCCCNC(=O)c1ccncc1)c1ccncc1 | -4 | 805 | -4%
CCc1ccc(N(CC(=O)NC(C)(C)C)C(=O)CNC(=O)c2cccs2)cc1 | -10 | 804 | 5%
(cont.)
SMILES | Lipid droplet | Lipid droplet cells 6.5 µM | NOD2 inhibition
Cc1ccc(-n2nc3c(=O)n(CCCC(=O)N4CCC(C)CC4)nc(C)c3c2C)cc1 | 38 | 775 | 28%
COc1cc2c(cc1OC)C(C(=O)Nc1ccc(F)c(Cl)c1)CC(=O)N2 (configuration not stated) | -6 | 803 | 19%
CC(O)CN1CCN(C(=O)CN2C(=O)NC(c3ccccc3)(c3ccccc3)C2=O)CC1 (configuration not stated) | -29 | 822 | 12%
Cc1c(OCC(N)=O)ccc2c(-c3ccccc3)cc(=O)oc12 | 26 | 847 | -2%
CCc1ccccc1NC(=O)NCc1ccc2c(c1)OCO2 | -4 | 789 | 5%
Cc1c(OC(C)C(=O)NCCCN2CCOCC2)ccc2c1oc(=O)c1ccccc12 (configuration not stated) | ? | / | 13%
O=C(CCc1ccccc1)NC(=S)Nc1ccccc1[N+](=O)[O-] | -8 | 781 | -14%
CCOc1ccc(-c2cc(C(=O)N/N=C(\C)c3cccnc3)c3ccccc3n2)c(OCC)c1 | -10 | 816 | -2%
Cc1cc(C(=O)N/N=C/c2c3ccccc3cc3ccccc23)n[nH]1 | -14 | 738 | 7%
CCOc1cc(NC(=O)c2ccco2)c(OCC)cc1NC(=O)c1ccco1 | -2 | 766 | -22%
O=C(CCC(=O)c1ccc(Br)cc1)Nc1ccc(F)cc1 | 2 | 887 | -2%
Cc1cccc(NC(=O)CCS(=O)(=O)c2ccc(Br)cc2)c1 | -3 | 801 | -12%
CCCC(=O)Nc1nnc(/C=C/c2ccc(OC)cc2)s1 | 18 | 711 | 14%
CN1CCN(S(=O)(=O)c2ccc3c(c2)CC(=O)N3C)CC1 | -5 | 664 | 2%
CC(NC(=O)N1CCOCC1)c1ccccc1 (configuration not stated) | -7 | 835 | 13%
NNC(=O)C1COc2cc3ccccc3cc2O1 (configuration not stated) | -9 | 804 | -2%
COc1cccc(CNC(=O)c2cc(S(=O)(=O)N3CCOCC3)cn2C)c1 | -1 | 700 | 10%
Cn1c(-c2ccccc2)cnc1NCc1ccccc1 | -3 | 821 | -3%
O=C(NCCCc1ccccc1)c1ccc(F)cc1 | 13 | 794 | -38%
COc1cccc(C(=O)NC(=S)Nc2ccc3[nH]c(=O)[nH]c3c2)c1 | 8 | 745 | 14%
COc1ccc(CCNc2ccc(C(CC(N)=O)NC(=O)c3cc(OC)ccc3OC)cc2[N+](=O)[O-])cc1 (configuration not stated) | -5 | 790 | -14%
CCc1cc(C(=O)N2CCCC(C(=O)c3ccc(Cl)cc3)C2)no1 (configuration not stated) | -5 | 791 | 8%
COC(=O)c1cc(C(=O)NC(C)C2CC3CCC2C3)cc([N+](=O)[O-])c1 (configuration not stated) | 6 | 813 | -6%
CC(C)(C)c1ccc(C(=O)C2CCCN(C(=O)c3ccccn3)C2)cc1 (configuration not stated) | -6 | 651 | 41%
CCOc1ccc(N2CC(C(=O)Nc3nnc(SCCOC)s3)CC2=O)cc1 (configuration not stated) | -2 | 827 | -1%
CC(=O)NC(Cc1ccccc1)C(=O)NC1CCN(C(=O)NCc2ccccc2)CC1 (configuration not stated) | -6 | 700 | 5%
